# PAFAH1B3 FP inh: inhibitors of human PAFAH1B3 | Q15102 | recombinant PAFAH1B3, FP-rhodamine probe, fluorescence polarization | inhibition, % at 3.39 µM | actives 0.28% (n = 340,000);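 active means inhibition above the screen-wide average of all tested compounds plus 3 SD, cut at about 25% in these data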;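 further: 0% = enzyme with DMSO only and 100% = wells lacking PAFAH1B3 protein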
# pPAFAH FP inh: inhibitors of human plasma PAF acetylhydrolase (pPAFAH); Q13093; recombinant pPAFAH, FP-rhodamine probe fluorescence polarization; inhibition, % at 3.39 µM; actives 1.5% (n = 330,000);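 active means inhibition above the mean inhibition across the screen plus 3 SD, cut at about 25% in these data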;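 further: inhibitors block binding of the rhodamine activity-based probe so polarization drops; 0% = enzyme with DMSO and 100% = wells lacking pPAFAH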
# LYPLA1 inh: counter-screen for PME1 inhibitors: inhibitors of human LYPLA1 | inhibition, % at 5.9 µM | O75608 | actives 0.16% (n = 320,000) | recombinant LYPLA1, FP-Rh probe fluorescence polarization;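 active means inhibition above the mean of all tested compounds plus 3 SD, set per campaign, cut at about 14% in these data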;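 further: inhibitors block serine hydrolase probe labeling of LYPLA1 so polarization falls; 0% = enzyme with DMSO and 100% = wells lacking LYPLA1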
# PAFAH1B2 FP inh: PAFAH1B2 (human) inhibition. P68402. recombinant PAFAH1B2, FP-rhodamine activity probe, fluorescence polarization. inhibition, % at 3.39 µM. actives 1.2% (n = 340,000). AID 492953;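 active means inhibition above the mean of all tested compounds plus 3 SD, cut at about 24% in these data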;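 further: 0% = enzyme with DMSO and 100% = wells lacking PAFAH1B2; many of its hits are not listed in these tables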
# PME-1 inh: PME-1 (human) inhibition; Q9Y570; recombinant PME-1, FP-Rh probe fluorescence polarization; inhibition, % at 5.9 µM; actives 0.53% (n = 320,000);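 active means inhibition above the campaign mean of all compounds plus 3 SD, cut at about 26% in these data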;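 further: competitive labeling of PME-1 active site by serine hydrolase directed probe; 0% = PME-1 with DMSO and 100% = wells lacking PME-1 enzyme; inhibitors block probe labeling so polarization falls and inhibition rises; many of its hits are not listed in these tables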
# LYPLA2 inh: LYPLA2 (human) inhibition in PME1 counter-screen | inhibition, % at 5.9 µM | O95372 | recombinant LYPLA2, FP-Rh probe fluorescence polarization | actives 0.38% (n = 320,000);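 active means inhibition above the screen-wide mean plus 3 SD, limit set per campaign, cut at about 26% in these data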;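 further: 0% = LYPLA2 with DMSO and 100% = wells lacking LYPLA2 enzyme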
# Target sequence (O95372 whole entry, looked up): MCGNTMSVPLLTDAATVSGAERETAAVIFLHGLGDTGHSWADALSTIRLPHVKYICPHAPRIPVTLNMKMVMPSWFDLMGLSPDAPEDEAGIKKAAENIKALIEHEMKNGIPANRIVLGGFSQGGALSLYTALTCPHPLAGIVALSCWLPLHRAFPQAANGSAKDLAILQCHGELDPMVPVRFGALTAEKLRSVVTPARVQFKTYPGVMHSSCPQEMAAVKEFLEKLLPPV
# PAD4 FP inh: blocks human protein arginine deiminase 4 | Q9UM07 | recombinant PAD4, RCA probe fluorescence polarization | inhibition, % at 6.36 µM | actives 0.41% (n = 330,000) | AID 485272;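 active means percent inhibition above a cutoff equal to the mean of all tested compounds plus 3 SD, cut at about 15% in these data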;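 further: 0% = PAD4 with RCA probe and DMSO and 100% = probe without PAD4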
# Target sequence (Q9UM07 whole entry, looked up): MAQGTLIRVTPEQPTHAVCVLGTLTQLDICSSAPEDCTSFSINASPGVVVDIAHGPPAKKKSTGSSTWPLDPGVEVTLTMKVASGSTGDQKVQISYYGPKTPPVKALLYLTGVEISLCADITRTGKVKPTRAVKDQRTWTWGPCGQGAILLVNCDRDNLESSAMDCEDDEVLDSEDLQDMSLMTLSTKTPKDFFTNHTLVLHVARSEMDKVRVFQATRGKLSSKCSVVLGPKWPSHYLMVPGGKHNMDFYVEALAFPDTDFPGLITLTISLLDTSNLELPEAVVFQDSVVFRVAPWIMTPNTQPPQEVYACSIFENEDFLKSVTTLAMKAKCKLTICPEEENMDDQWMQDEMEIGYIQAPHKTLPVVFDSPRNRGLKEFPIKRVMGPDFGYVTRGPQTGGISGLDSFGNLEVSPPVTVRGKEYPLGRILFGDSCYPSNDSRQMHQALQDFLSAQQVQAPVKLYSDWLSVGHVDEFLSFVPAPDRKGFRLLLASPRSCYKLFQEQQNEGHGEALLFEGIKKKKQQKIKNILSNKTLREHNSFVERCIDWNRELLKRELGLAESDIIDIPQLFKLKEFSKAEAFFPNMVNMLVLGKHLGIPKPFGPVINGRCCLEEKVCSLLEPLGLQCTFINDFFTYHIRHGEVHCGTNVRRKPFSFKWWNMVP
# PREPL inh: human PREPL enzyme inhibition | AID 2751 | actives 0.68% (n = 320,000) | recombinant PREPL, fluorescence polarization activity-based probe | inhibition, % at 5.96 µM; in the data active means inhibition above about 43%;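 further: 0% = enzyme with DMSO and 100% = wells lacking enzyme; many of its hits are not listed in these tables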
# GSTO1 counter: counter-screen for RBBP9 inhibitors: inhibitors of human GSTO1; P78417; inhibition, % at 5.96 µM; recombinant GSTO1, activity-based probe fluorescence polarization; actives 1.1% (n = 300,000); AID 1974;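 active means inhibition above the campaign mean inhibition plus 3 SD, cut at about 35% in these data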;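 further: 0% = GSTO1-1 with DMSO and 100% = wells lacking GSTO1-1 enzyme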
# * hit, by the source's call; · = no result given. The list is partial, so the mix of outcomes need not match the whole.
item	structure	PAFAH1B3 FP inh	pPAFAH FP inh	LYPLA1 inh	PAFAH1B2 FP inh	PME-1 inh	LYPLA2 inh	PAD4 FP inh	PREPL inh	GSTO1 counter
1	CC1(C)CC(NCc2ccccc2)CCO1 (stereo unspecified)	-0.7	-4.6	4.1	-1.8	-6.9	2.7	0.7	10.0	13.8
2	COc1cc(CCC(=O)OCC(=O)Nc2c(C)cccc2C(C)C)cc(OC)c1OC	6.2	2.2	2.1	5.5	3.1	7.4	-2.1	9.2	5.7
3	O=C(O)/C(=C\c1ccc(Cl)c([N+](=O)[O-])c1)c1ccc(S(=O)(=O)N2CCCC2)s1	10.4	19.5	-0.1	10.6	-0.2	2.0	2.5	2.1	·
4	Cn1c(=O)c2c(ncn2Cc2cccc(Cl)c2)n(C)c1=O	0.5	2.0	0.8	4.6	-0.6	-1.9	1.7	-0.9	-1.5
5	CCc1nnc(NC(=O)CCC(=O)N2CCN(S(=O)(=O)c3cc(Cl)ccc3OC)CC2)s1	0.0	0.9	2.2	-1.7	8.8	7.5	5.9	32.5	26.5
6	COC(=O)C1(CCSC)NC(c2ccccc2F)C2C(=O)N(c3ccc4c(c3)OCCO4)C(=O)C21 (stereo unspecified)	1.4	-1.2	1.1	-3.7	-5.3	-2.9	-2.0	-23.1	-2.0
7	O=c1cc(-c2cc3ccccc3o2)c2cc(O)ccc2o1	7.4	10.5	-4.9	0.1	-6.4	3.0	0.0	-116.1	0.2
8	CCCCNC(=O)[C@H]1N2C(=O)c3c(ccc(OC)c3OC)C2SC1(C)C (stereo partly specified)	3.0	3.1	-2.0	3.1	-9.0	-5.6	3.4	-4.5	-2.1
9	CCc1ccc(C(=O)COC(=O)C(CCSC)NC(=O)C23CC4CC(CC(C4)C2)C3)cc1 (stereo unspecified)	-0.3	5.6	-5.9	4.4	-1.7	-4.1	1.6	4.8	1.1
10	Cc1ccc(N2CC(C(=O)OCC(=O)c3ccc([N+](=O)[O-])cc3)CC2=O)cc1 (stereo unspecified)	10.3	4.5	-3.3	4.9	-3.5	-4.3	-7.0	0.2	3.9
11	CSc1nc2ccc(N3C(=O)C4CCCCC4C3=O)cc2s1 (stereo unspecified)	-1.9	-1.2	-0.1	1.2	-0.8	2.1	0.7	14.2	-8.1
12	Cc1ccc(CNC(=O)CSCc2ccc(F)cc2)cc1	2.7	4.2	1.2	14.2	3.0	0.3	-1.7	-20.4	3.5
13	Cc1ccc(C2CC(=O)Oc3cc(C)c(Br)c(C)c32)cc1 (stereo unspecified)	8.4	9.5	·	4.4	·	·	4.0	·	·
14	CCOc1ccc(C(C(=O)NC2CCCC2)N(CCCO)C(=O)c2ccc(-c3ccccc3)[nH]2)cc1 (stereo unspecified)	8.1	1.5	-5.2	-1.0	-14.2	-3.8	1.6	38.1	12.3
15	COc1ccc(S(=O)(=O)N(C)CC(=O)Nc2ccc3c(c2)OCO3)cc1OC	9.6	3.6	3.7	3.2	3.2	8.1	2.8	10.9	8.8
16	CCC(C)(C(=O)NC1CCCCC1)N(C)C(=O)c1ccccn1 (stereo unspecified)	0.6	5.6	-0.8	-1.9	2.0	1.6	-0.7	-3.0	0.5
17	Cc1cc(/C=C(/C#N)C(=O)Nc2ccc(Cl)cc2)c(C)n1-c1cccnc1	6.6	0.9	-2.3	2.1	1.3	-1.7	-1.0	12.6	1.3
18	CCOC(=O)C(C(=O)OCC)C(C(=O)OCC)N1CCOCC1 (stereo unspecified)	-2.4	1.9	-5.1	-3.9	-4.5	2.5	-2.9	1.1	1.9
19	Cc1nn(-c2ccccc2)c(C)c1NC(=O)COc1cc(F)ccc1[N+](=O)[O-]	7.4	-5.6	·	7.3	·	·	-2.0	0.9	·
20	CCN(CC)S(=O)(=O)c1ccc2c(c1)c(=O)c(C(=O)NCCc1ccccc1)cn2C	11.4	2.0	-4.7	3.1	5.4	0.8	1.0	-3.1	4.8
21	CC1(C)Cc2c(oc3ncn4ncnc4c23)CO1	-0.2	-1.8	1.9	-2.2	3.6	-0.9	-3.6	8.1	-10.6
22	CCC1(c2ccc(F)cc2)NC(=O)N(CC(=O)N2CCOCC2)C1=O (stereo unspecified)	-1.2	4.7	1.7	2.3	-0.1	2.9	-0.8	0.9	0.6
23	COC(=O)CN1C(c2ccccc2)=Nc2ccc(Cl)cc2C1c1ccccc1 (stereo unspecified)	1.9	4.1	0.5	7.9	1.2	10.7	-1.3	11.1	0.5
24	CCOc1cc(/C=C(/C#N)c2ccc(F)cc2)ccc1OCc1ccc(C(=O)O)o1	-1.0	9.5	-1.0	31.9*	-11.7	-1.7	-7.8	7.4	-18.0
25	Cc1ccc(S(=O)(=O)N2CCCCC2)cc1C(=O)N1CCCC1	5.1	0.7	-1.2	2.5	0.8	4.4	0.7	-9.5	3.8
26	COc1cccc(C(N)=O)c1	13.6	-1.0	-0.5	-4.7	-0.1	-2.6	0.6	3.4	-3.7
27	Cc1ccc(S(=O)(=O)N(CC(=O)O)c2ccc(Cl)c(C(F)(F)F)c2)cc1	2.2	-1.5	0.2	19.9	3.9	-0.9	-7.4	17.2	2.0
28	COc1cc(Nc2cc(C)nc3nc(C)nn23)cc(OC)c1OC	13.2	-8.5	2.5	-3.4	-7.2	-6.8	1.1	2.4	-5.4
29	CCOC(=O)C(=CNc1ccc(O)c(C(=O)OC)c1)C(=O)OCC	-4.9	3.6	0.6	0.9	1.0	-5.8	0.5	-7.8	-1.8
30	CCc1ccc(CNC(=O)CCC(=O)N2Cc3cccc(OC)c3Oc3ncccc32)cc1	5.7	0.0	-1.1	7.0	0.1	-7.0	-0.4	-7.8	8.4
31	CCOc1ncccc1C(=O)OC(C)C(=O)NC(=O)NC1CCCCC1 (stereo unspecified)	3.7	4.2	2.0	-2.3	-2.4	-5.0	1.9	7.8	-3.6
32	Cc1ccc(-c2cc(=O)c3ccc(F)cc3[nH]2)cc1	2.5	0.2	-1.5	0.7	-1.4	-1.5	1.0	-57.4	4.2
33	Cc1ccc2nc3c(cc2c1)CN(Cc1ccco1)C(=NCC1CCCO1)S3 (stereo unspecified)	6.6	1.8	-0.2	5.5	-1.5	-2.8	7.7	-3.7	0.3
34	CCNc1nc(SCCOc2ccccc2)nc(N(C)C)n1	-11.9	12.7	0.6	5.0	-4.3	2.5	-4.1	5.8	2.3
35	CC(C)Oc1ccc(C(CC(=O)NCc2ccco2)c2ccccc2)cc1 (stereo unspecified)	9.6	1.0	-2.1	4.1	-1.7	2.5	1.2	-2.0	-3.0
36	COc1ccc(-c2[nH]ncc2/C=N\NS(=O)(=O)c2ccccc2)cc1OC	-0.9	-3.8	-4.6	-2.2	-11.3	-1.2	-1.1	-10.0	1.7
37	COc1ccc(N2C(=O)C(=O)/C(=C(/O)c3ccc(C)cc3)C2c2cccnc2)cc1 (stereo unspecified)	7.0	-3.1	-4.1	5.4	-1.0	-7.7	-0.5	0.0	-1.6
38	O=C(O)CN(c1ccccc1)S(=O)(=O)c1cc(C(F)(F)F)cc(C(F)(F)F)c1	14.6	8.1	7.9	8.9	-3.5	1.9	6.0	7.6	-6.2
39	CCN(CC)S(=O)(=O)c1ccc(NS(=O)(=O)c2ccc(C)c(C)c2)cc1	5.5	3.6	-0.8	2.4	1.4	-0.1	-1.6	-2.7	6.1
40	Cc1noc(N)c1C(=O)Nc1ccc(C(C)(C)C)cc1	0.3	8.6	2.0	7.0	4.5	5.6	-2.1	-2.9	-7.8
41	CS(=O)(=O)NC1c2cccc3cccc(c23)C1N1CCOCC1 (stereo unspecified)	3.9	3.5	0.0	6.4	-0.4	6.5	-3.3	-1.4	-0.2
42	CCOC(=O)C1C(C(=O)OC)=C(C(=O)OC)c2ccccc2N1S(=O)(=O)C(F)(F)F (stereo unspecified)	0.8	0.0	·	0.5	·	·	3.5	·	·
43	O=C(CSc1nnc(-c2cccnc2)n1C1CCCCC1)NC1CCCCC1	2.2	1.2	3.2	-1.8	-3.1	2.4	-1.7	4.0	-6.1
44	COC(C(=O)N/N=C(\C)CC(=O)Nc1ccc(N(C)C)cc1)c1ccccc1 (stereo unspecified)	10.1	0.8	-0.3	2.4	-6.3	-3.8	0.1	3.8	16.9
45	COc1ccc(CCC(=O)OCC(=O)Nc2ccccc2)cc1	5.4	8.6	3.0	10.8	0.4	2.6	5.8	-3.9	0.7
46	CN(CC(=O)Nc1c(Cl)cccc1Cl)C(=O)c1n[nH]c2ccccc12	9.1	0.5	1.6	4.3	-1.3	-1.5	1.6	-4.2	9.2
47	O=C1/C(=N\S(=O)(=O)c2cccs2)C([n+]2ccc(CCCc3ccccc3)cc2)=C([O-])c2ccccc21	·	19.3	1.4	·	3.3	2.9	1.1	69.2*	78.8*
48	COc1cccc(OCCSc2nnc3sc4ccccc4n23)c1	3.5	0.4	0.2	0.8	4.2	2.8	0.1	-16.6	-9.1
49	COCCCNC(=O)Cn1cc(/C=C(\C#N)C(=O)N2CCN(c3ccccc3)CC2)c2ccccc21	4.9	1.8	-0.4	3.2	2.3	5.2	-1.8	-6.2	-7.7
50	Cc1cc(O)c(C)c(O)c1/C=N/NC(=O)c1cccnc1	10.7	4.3	0.4	5.4	0.3	1.3	-0.6	7.7	12.0

# More results
item	structure	PAFAH1B3 FP inh	pPAFAH FP inh	LYPLA1 inh	PAFAH1B2 FP inh	PME-1 inh	LYPLA2 inh	PAD4 FP inh	PREPL inh	GSTO1 counter
51	C=CC[C@@H](CC(=O)N(CCO)Cc1ccccc1)C(=O)N[C@H](COC(=O)[C@@H](CC=C)Cc1ccc(F)cc1)C(C)(C)C	14.7	8.4	·	4.8	·	·	3.8	27.6	·
52	O=C(NC(=S)Nc1ccc2c(c1)OCCO2)c1ccc(F)cc1Cl	-4.3	2.8	-4.9	-2.8	0.5	5.8	4.0	-5.1	-3.7
53	O=C(NCCSCc1ccccc1)c1ccc(F)cc1	7.7	-2.6	2.4	4.2	-1.9	-3.4	-1.8	6.7	0.4
54	CCOC(=O)/C(C#N)=C/Nc1cc(C(C)(C)C)sc1C(C)=O	2.3	-6.6	-0.2	2.9	-6.4	-5.9	1.4	3.5	16.6
55	O=C(O)c1cc(NCc2cccs2)ccc1N1CCOCC1	5.3	-1.3	3.2	0.4	3.5	5.2	-3.4	14.1	-7.1
56	Cc1cccc(C(=O)Nc2ccc(C(=O)c3ccccc3)cc2)c1	·	-2.5	-12.1	·	-12.5	-20.9	-0.1	-3.1	-19.3
57	CC(O/N=C/c1ccc(OC(F)F)cc1)C(=O)Nc1cccc(S(=O)(=O)N2CCOCC2)c1 (stereo unspecified)	6.3	7.5	-1.8	2.4	-5.4	5.8	-0.7	5.5	7.5
58	NS(=O)(=O)c1ccc(NC(=O)c2cccc3ccccc23)cc1	8.7	-0.3	2.9	3.1	1.0	5.2	-2.7	2.4	4.7
59	COc1ccc(N2CCN(C(=O)COC(=O)c3ccc(CSC)o3)CC2)cc1	-1.0	3.8	0.9	1.8	4.4	0.9	3.4	19.1	·
60	CCN(CC(=O)NCC(=O)Nc1cccc(C)c1C)Cc1ccccc1	-0.4	5.7	2.4	3.9	5.8	3.1	0.6	8.1	3.6
61	CN(C)C(=O)CSc1nnc(CCN)o1	10.3	3.5	-5.5	0.6	3.2	1.0	-5.1	-1.0	1.2
62	Cc1cc(=O)nc2c3ccccc3n(CC(=O)NCCCN3CCOCC3)n12	8.2	0.2	-1.6	2.0	1.1	-1.1	2.2	6.7	2.9

# Screening data (PubChem BioAssay)
